Screening data as filed in PubChem BioAssay.
hgDAF12 agonist = hgDAF-12 agonism, primary luciferase screen; HEK293 GAL4-hgDAF12 UAS-luciferase reporter, agonist luminescence; normalized to butyrate control; activation, % at 6.8 µM; actives 1.8% (n = 370,000); AID 687014;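 active = activation above a cutoff set at the mean of all screened compounds plus 3 SD, cut at about 10% in these data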;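 also: 0% = DMSO wells and 100% = sodium butyrate wells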
GC-B act = GC-B (human) receptor activation; P20594; HEK293-GC-B cells, CNP EC30, cGMP TR-FRET; 0% at EC30 CNP, 100% saturating CNP; activation, % at 10 µM; actives 0.11% (n = 370,000); AID 1920062;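 active = activation at 10 µM reaching about 35% in either raw or pattern-adjusted values, limit read from the data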
hcDAF-12 act = activators of H. contortus DAF-12 nuclear receptor | activation, % at 6.8 µM | actives 1.4% (n = 370,000) | AID 652067 | HEK293 hcDAF-12 lit1-tk-luc reporter, luminescence; 0% DMSO, 100% Δ7-dafachronic acid;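 active = activation above the mean of all tested compounds plus 3 SD, cut at about 5.5% in these data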;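 also: 100% = response to 3 µM Δ7-dafachronic acid high control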
sPLA2-III inh = Blocks human group III sPLA2 activity | AID 743126 | QFRET BODIPY PC-A2 liposome hydrolysis, fluorescence | actives 0.56% (n = 370,000) | Q9NZ20 | inhibition, % at 12.2 µM;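 active = inhibition above mean plus 3 SD of compounds lying within the high and low control bounds, cut at about 19% in these data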;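 also: 0% = median of test compound wells and 100% = no enzyme DMSO wells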
Target sequence (Q9NZ20 whole entry, looked up): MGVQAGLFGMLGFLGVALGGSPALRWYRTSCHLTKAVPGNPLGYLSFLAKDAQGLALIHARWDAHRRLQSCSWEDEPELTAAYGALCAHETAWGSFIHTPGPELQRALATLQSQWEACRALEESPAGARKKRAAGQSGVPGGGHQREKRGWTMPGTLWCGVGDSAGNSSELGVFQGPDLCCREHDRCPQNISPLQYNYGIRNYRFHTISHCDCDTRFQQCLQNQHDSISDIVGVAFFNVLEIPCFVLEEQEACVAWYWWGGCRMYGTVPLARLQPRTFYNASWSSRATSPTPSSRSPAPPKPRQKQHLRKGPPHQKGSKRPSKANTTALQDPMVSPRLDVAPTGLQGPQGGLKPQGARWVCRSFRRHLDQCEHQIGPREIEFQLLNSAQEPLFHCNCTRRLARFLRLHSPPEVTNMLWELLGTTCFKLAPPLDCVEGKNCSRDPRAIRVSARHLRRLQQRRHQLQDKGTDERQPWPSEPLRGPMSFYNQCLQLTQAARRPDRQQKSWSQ
DAX1 inh-1 = blocks DAX1 repression of SF-1 activated StAR promoter. HEK293T StAR-luciferase reporter, SF-1/DAX-1 repression relief. inhibition, % at 6.8 µM. actives 1.1% (n = 370,000). AID 652010;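 active = inhibition above the mean over all tested compounds plus 3 SD, cut at about 3.6% in these data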;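 also: 0% = DAX-1 cells with DMSO and 100% = cells lacking DAX-1 with DMSO; higher inhibition means more luminescence from relief of DAX-1 repression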
SMARCA2 activ = increases SMARCA2 function in MMTV reporter cells; MG213 cells, MMTV-luciferase reporter, dexamethasone, overnight; activation, % at 9.1 µM; actives 1% (n = 370,000); in the data active = activation above about 7.8%;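 also: 0% = vehicle wells and 100% = reference activator wells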
ssDAF-12 act = activates DAF-12 receptor from parasite S. stercoralis | HEK293 ssDAF-12/GRIP1 lit1-tk-luc reporter, luminescence; % of 3 µM dafachronic acid response | activation, % at 6.8 µM | actives 1% (n = 370,000) | AID 652126;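 active = activation above the mean over all tested compounds plus 3 SD, cut at about 0.9% in these data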;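 also: 0% = DMSO-only wells and 100% = 3 µM delta7-dafachronic acid wells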
DAX1 inh-2 = inhibitors of human orphan nuclear receptor DAX1 (NR0B1) | actives 0.99% (n = 340,000) | inhibition, % at 6.75 µM | AID 504766 | P51843 | HEK293 Gal4-DAX1 luciferase reporter, luminescence;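 active = inhibition above the mean over all tested compounds plus 3 SD, cut at about 4.2% in these data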;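 also: 0% = DAX1-transfected cells with DMSO and 100% = empty-vector control cells with DMSO; inhibition shows as a rise in luminescence from relieved DAX1 repression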
Target sequence (P51843 207-470 limits assumed): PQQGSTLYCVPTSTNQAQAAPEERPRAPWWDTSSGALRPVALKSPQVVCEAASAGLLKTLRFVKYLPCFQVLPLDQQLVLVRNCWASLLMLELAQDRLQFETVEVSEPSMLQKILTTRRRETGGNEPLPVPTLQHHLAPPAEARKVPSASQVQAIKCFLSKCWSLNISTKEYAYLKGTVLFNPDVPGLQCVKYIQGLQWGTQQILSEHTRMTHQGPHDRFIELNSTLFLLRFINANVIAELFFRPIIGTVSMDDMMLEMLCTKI
KLK7 zymogen act = activates the human kallikrein-7 zymogen; P49862; activation, % at 7 µM; actives 0.9% (n = 370,000); purified proKLK7, EDANS-DABCYL substrate fluorescence; 100% is mature enzyme control, 0% vehicle;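 active = activation above the mean of all tested compounds plus 3 SD, computed per campaign excluding outliers beyond control limits, cut at about 13% in these data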
Target sequence (P49862 whole entry, looked up): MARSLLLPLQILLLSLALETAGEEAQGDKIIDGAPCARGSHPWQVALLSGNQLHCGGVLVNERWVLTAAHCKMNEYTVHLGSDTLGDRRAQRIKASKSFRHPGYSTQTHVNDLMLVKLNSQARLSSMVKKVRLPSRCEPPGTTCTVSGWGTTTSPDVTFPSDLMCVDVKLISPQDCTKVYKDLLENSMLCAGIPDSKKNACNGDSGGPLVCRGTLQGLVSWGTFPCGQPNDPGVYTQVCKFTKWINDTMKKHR
FXN GAA850 act = increases GAA850 frataxin promoter reporter activity; HEK293 lucGAA850 FXN promoter luciferase reporter, 24 h; percent of 10 µM SAHA response; activation, % at 6 µM; actives 0.56% (n = 360,000); AID 540364;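 active = activation above the average of all compounds screened plus 3 SD, cutoff fixed separately per campaign, cut at about 7.5% in these data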;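 also: 0% = DMSO wells and 100% = 10 µM SAHA wells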
GC-A act = GC-A (human) enzyme activation. P16066. HEK293 GC-A cells, cGMP TR-FRET, EC30 ANP; 0% at EC30 ANP, 100% saturating ANP. activation, % at 10 µM. actives 0.14% (n = 370,000); in the data active = activation above about 40%
* = called active by the depositor; . = no result given.

SMILES | hgDAF12 agonist | GC-B act | hcDAF-12 act | sPLA2-III inh | DAX1 inh-1 | SMARCA2 activ | ssDAF-12 act | DAX1 inh-2 | KLK7 zymogen act | FXN GAA850 act | GC-A act
O=C(C(=O)N1CCC(c2ccccc2)CC1)c1ccc(F)c(F)c1 | 0.7 | -2 | -0.9 | 8 | 0.2 | -6 | -1.4 | . | 0.1 | . | 0
COC(=O)Cc1c[nH]c2cccc(OCC(O)CN(Cc3ccc([N+](=O)[O-])cc3)C(C)(C)C)c12 (stereo not given) | 2.2 | 3 | -1.2 | -1 | 0.6 | -2 | -1.6 | -0.8 | 0.4 | -6.0 | 1
COC(=O)[C@@]12C[C@@H](CC(=O)N3CCN(C(=O)C4CC4)CC3)C(=O)N(CCc3ccc(OC)c(OC)c3)C1=CCC(C)(C)C2 | 1.0 | 11 | -2.0 | -8 | 0.2 | 0 | -1.0 | . | 0.4 | . | 2
CC1(C)CC(=O)C2=C(C1)Nc1cc(Cl)ccc1S2 | 0.0 | -7 | -1.1 | 4 | -0.3 | 0 | -1.6 | 0.8 | 1.6 | 0.7 | -1
COc1ccc(N(C(=O)c2ccco2)C(C(=O)NC2CCCC2)c2cccs2)cc1 (stereo not given) | -3.1 | -10 | -0.7 | -2 | 0.2 | -1 | -1.4 | -1.6 | -1.0 | 0.1 | -23
COc1ccc(Cc2nnc(NC(=O)c3cccs3)s2)cc1 | -2.9 | 5 | -1.1 | 3 | 0.1 | 1 | -1.2 | 1.0 | -0.8 | 2.5 | 3
CC(C)NC(=O)COC(=O)c1ccc(Cl)c(S(N)(=O)=O)c1 | 0.0 | 1 | -1.6 | 1 | 3.0 | 4 | -1.3 | -1.3 | 0.1 | 0.1 | 0
CCn1cc(Cl)c(C(=O)Nc2ccc(OC)c(OC)c2)n1 | 8.9 | -2 | 1.5 | -3 | 0.2 | 1 | -1.5 | 0.1 | 0.3 | 2.2 | 2
CCOC(=O)C1=C(COC(=O)CCc2ccc(F)cc2)NC(=O)NC1C (stereo not given) | 0.4 | -1 | 0.6 | 9 | 1.6 | -2 | -0.9 | -0.2 | -0.2 | -0.3 | -2
COc1ccc(N2C(=O)CC(Sc3nc(C)cc(C)c3C#N)C2=O)cc1 (stereo not given) | 3.2 | -1 | -0.4 | -9 | -0.4 | 7 | -1.4 | -0.3 | 0.0 | 5.3 | -8
CCCS(=O)(=O)c1nc(S(=O)(=O)c2ccc(C)cc2)c(NCCCn2ccnc2)s1 | -0.2 | 4 | 0.5 | -11 | 0.1 | 2 | -0.9 | 0.2 | 0.2 | 1.3 | 5
O=CNC1(c2ccccc2)CCCCC1 | 5.7 | 4 | 0.7 | 7 | -0.1 | -4 | -1.3 | 1.1 | -0.3 | 1.6 | -1
Cn1c(=O)c(C(=O)c2ccccc2)c(O)c2ccccc21 | 0.6 | 1 | 4.2 | 1 | 0.1 | -3 | 0.6 | . | 0.4 | 1.1 | 1
COc1cccc(NC(=O)CN(C)C(=O)/C=C/c2cc(OC)ccc2OC)c1 | -1.0 | 4 | -1.0 | -14 | -0.9 | -2 | -1.5 | 0.1 | 58* | -0.2 | 3
CCNC(=O)N(C)[C@H]1C[C@H]2c3[nH]c4ccccc4c3CCN2C[C@H]1[C@H](C)O | -2.9 | 1 | 1.2 | 0 | 1.6 | -1 | -0.8 | . | 17* | . | 0
CN(C)Cc1c(C(C)(C)O)[nH]c2ccc(C(F)(F)F)cc12 | 2.7 | -8 | 1.7 | 6 | -0.7 | 0 | -1.3 | -0.6 | -0.4 | -0.2 | -1
CC(C)Oc1cc(F)ccc1-c1cc(C(=O)NCCc2ccncc2)[nH]n1 | -4.0 | 3 | -2.8 | -4 | -3.0 | -3 | -1.3 | . | 0.7 | -0.1 | -4
CCOc1ccc(-c2cc(CCCC(=O)Nc3cc(OC)ccc3OC)no2)cc1 | -12 | -7 | -5.2 | -8 | -2.4 | -9 | -3.1 | -1.7 | -0.8 | -14 | -2
Cc1cc(NC(=O)COC(=O)C2COc3ccccc3O2)no1 (stereo not given) | 0.5 | -3 | -1.0 | 0 | -0.8 | 3 | -1.6 | -1.3 | -0.4 | -0.5 | 7
Cc1c(NC(=O)c2ccc(Br)s2)c(=O)n(-c2ccccc2)n1C | 1.3 | -3 | 0.7 | -1 | -0.5 | 1 | -0.9 | -0.1 | 0.5 | 2.2 | 4
CC1C(=O)N(Cc2cn(Cc3ccco3)nn2)CCS(=O)(=O)N1Cc1ccc(-c2ccc(Cl)cc2)cc1 (stereo not given) | -1.1 | -4 | -2.3 | -26 | -0.8 | -4 | -1.6 | -0.6 | -0.5 | -1.6 | 19
COc1ccc(Nc2ccc(S(=O)(=O)N3CCCCCC3)cc2[N+](=O)[O-])cc1 | -1.1 | 4 | -4.7 | 1 | -1.8 | -5 | -1.7 | -0.9 | -0.1 | -2.6 | 4
CC[C@]12c3[nH]c4ccc(Cl)cc4c3CCN1C(=O)[C@@H](CC(=O)NCCCn1ccnc1)C[C@@H]2C(=O)N1CCN(C(=O)C2CC2)CC1 | -2.9 | -1 | 0.3 | 5 | -0.6 | -3 | -0.4 | -0.4 | -0.1 | -2.4 | 0
CCOC(=O)c1c(C)[nH]c(C(=O)CSc2nc(C)cc(C)n2)c1C | -4.2 | 3 | -4.9 | -33 | -1.0 | -5 | -1.8 | 0.1 | 0.8 | 4.3 | 4
COc1cc(C(=O)NNc2nc3cc4c(cc3s2)OCO4)cc(OC)c1OC | 4.8 | 1 | 5.3 | 19* | 0.5 | 2 | -0.7 | 0.1 | 1.4 | -0.2 | -3

Next part
SMILES | hgDAF12 agonist | GC-B act | hcDAF-12 act | sPLA2-III inh | DAX1 inh-1 | SMARCA2 activ | ssDAF-12 act | DAX1 inh-2 | KLK7 zymogen act | FXN GAA850 act | GC-A act
CC(C)C(C)(C#N)NC(=O)CN1C(=O)NC2(CCCc3ccccc32)C1=O (stereo not given) | 0.6 | 5 | 0.6 | 3 | 0.2 | -1 | -1.6 | -0.5 | -0.8 | -2.2 | 4
COc1ccc(CC2(CO)CCN(S(=O)(=O)c3cccc4cccnc34)CC2)cc1 | 1.0 | 0 | -2.2 | -11 | 0.3 | 4 | -0.8 | -0.2 | -0.2 | 3.7 | -4
COC(=O)CC1=C(c2ccc([N+](=O)[O-])cc2)CCC1=O | 0.5 | -3 | -0.3 | -6 | -0.7 | 1 | -1.4 | 0.7 | 0.3 | -0.3 | 21
CCOC(=O)N1CCN(S(=O)(=O)N2CCCC(C(=O)NCCCN3CC(C)CC(C)C3)C2)CC1 (stereo not given) | 0.9 | -3 | -1.3 | 2 | 0.0 | -3 | -0.6 | 0.7 | -0.3 | 0.0 | 1
COc1ccc(OC)c(Nc2c3ccccc3nc3ccccc23)c1 | 1.0 | -17 | -3.6 | 7 | -1.6 | -1 | -1.6 | -2.2 | -0.1 | -3.9 | -43
CCOc1cc(CNCc2ccccn2)cc(Cl)c1OCC | 0.6 | 1 | -1.5 | 6 | 0.0 | -1 | -1.6 | -0.1 | 0.7 | -0.2 | 0
CCCCC(=O)Nc1ccc2c3c(cccc13)CC2 | -0.5 | 0 | -1.2 | 8 | 0.7 | -2 | -0.8 | 0.3 | -0.6 | 3.5 | 4
CC(C)n1nc(C(=O)NC2CCCCCC2)c2ccccc2c1=O | -0.3 | 0 | -2.9 | -3 | 0.4 | 3 | -1.6 | -0.6 | -0.1 | 2.9 | -3
O=C(O)c1ccccc1/C=N/NC(=S)NC1CCCCC1 | 3.9 | 4 | -0.4 | 4 | 0.5 | -3 | -0.9 | 0.5 | -0.1 | -0.9 | 1
N#C/C(=C/c1ccc(-c2ccc([N+](=O)[O-])cc2)o1)c1nnc(N2CCOCC2)n1-c1ccccc1 | 0.2 | 33 | -0.4 | -2 | -1.2 | 2 | -0.8 | 0.1 | 0.2 | 2.2 | 32
CCOCC(=O)Nc1ccccc1C(=O)N1CCOCC1 | -0.3 | 4 | -0.2 | 2 | 0.1 | -2 | -1.2 | 0.4 | -0.1 | 0.8 | 5
CCOC(=O)CSc1ccc(S(=O)(=O)N(C)C2CCCCC2)cc1[N+](=O)[O-] | 1.5 | 0 | -2.2 | -45 | 0.5 | 0 | -0.8 | 0.4 | 0.4 | -0.8 | 2
CC(=O)Nc1ccc(NC(=O)C2Cc3c(-c4cccc(C(C)=O)c4)ccnc3O2)cc1 (stereo not given) | -2.5 | 2 | -0.3 | 1 | -0.8 | 1 | -0.8 | . | 0.1 | -0.8 | 2
COc1ccccc1-c1cc(C(=O)N/N=C/c2cccs2)c2ccccc2n1 | -6.3 | 2 | 1.1 | -7 | -1.7 | -6 | -0.7 | -2.7 | -0.3 | -7.0 | 0
CCN(CC(=O)Nc1cc(Cl)ccc1C)C(=O)C1CC1 | -2.4 | -3 | 0.1 | 3 | 0.8 | -5 | -1.4 | -0.1 | 0.0 | 1.5 | -2
CN(C)S(=O)(=O)c1cccc(NC(=O)CSc2cccc3cccnc23)c1 | 1.3 | 6 | -0.7 | -11 | -0.7 | 6 | -0.8 | -0.2 | 0.5 | 2.1 | 6
CCCCn1c2nc3ccccc3nc2c2c(=O)n(C(C)CC)cnc21 (stereo not given) | -0.8 | 25 | -1.8 | 0 | -0.2 | 4 | -1.2 | -0.7 | -4.8 | 0.1 | 24
C/C(=N\Nc1ccccc1[N+](=O)[O-])c1ccc(N2CCOCC2)cc1 | 6.1 | 0 | 1.4 | 2 | 1.8 | -2 | -0.8 | 0.9 | -0.2 | 1.9 | -1
CCn1cc(SCC(=O)N2CCc3ccccc32)c2ccccc21 | 3.8 | -2 | 1.0 | 4 | 0.7 | -3 | -0.1 | 0.8 | 0.4 | 2.2 | -1
CCN(CC)S(=O)(=O)c1ccc(N2CCOCC2)c(NC(=O)CC(C)(C)C)c1 | 1.4 | -1 | -0.7 | -4 | -0.2 | 0 | -1.6 | 2.3 | 0.2 | 0.3 | 0
CC(C)Cc1nc(SCc2cccnc2)c2c(=O)n(C)c(=O)n(C)c2n1 | 1.5 | -8 | 0.4 | -3 | -0.3 | -3 | -1.4 | -0.2 | -0.1 | 3.7 | 7
Cc1ccc(CC2S/C(=N/c3ccccn3)NC2=O)cc1 (stereo not given) | -0.8 | -3 | -1.5 | -4 | 0.3 | -1 | -1.4 | -0.2 | 0.0 | 1.7 | 0

Arranged by length of the SMILES (low to high): part of the list above.
SMILES | hgDAF12 agonist | GC-B act | hcDAF-12 act | sPLA2-III inh | DAX1 inh-1 | SMARCA2 activ | ssDAF-12 act | DAX1 inh-2 | KLK7 zymogen act | FXN GAA850 act | GC-A act
CN(C)Cc1c(C(C)(C)O)[nH]c2ccc(C(F)(F)F)cc12 | 2.7 | -8 | 1.7 | 6 | -0.7 | 0 | -1.3 | -0.6 | -0.4 | -0.2 | -1
CCN(CC)S(=O)(=O)c1ccc(N2CCOCC2)c(NC(=O)CC(C)(C)C)c1 | 1.4 | -1 | -0.7 | -4 | -0.2 | 0 | -1.6 | 2.3 | 0.2 | 0.3 | 0
COC(=O)Cc1c[nH]c2cccc(OCC(O)CN(Cc3ccc([N+](=O)[O-])cc3)C(C)(C)C)c12 (stereo not given) | 2.2 | 3 | -1.2 | -1 | 0.6 | -2 | -1.6 | -0.8 | 0.4 | -6.0 | 1

Outcome played no part in choosing rows, and some 6.7% of all compounds hit somewhere here.
